# Source: PubChem BioAssay (Broad Institute)
# BL2 CD40 inh – CD40 pathway inhibition in BL2 cells | BL2 NF-kB luciferase reporter, CD40L-induced, 4 h | inhibition, % at 10 µM | actives 0.94% (n = 83,000);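 active = mean inhibition of at least 50% with a set share of replicates also reaching that level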;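 also: 0% = neutral control wells and 100% = IKK inhibitor VII at 50 µM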
# * marks the source's active call; other numbers are inactive results; [ ] = dose if it differs, or a comment. Not all compounds are listed, so the mix of outcomes need not match the whole.
# The first seven records (preview)
compound,BL2 CD40 inh
CC(=O)c1c(C)[nH]c(C(=O)NNC(=O)COc2cc(C)cc(C)c2)c1C,11
Cc1ccc(NC(=O)c2ccc(Cl)nc2)cc1S(=O)(=O)N1CCOCC1,10
Cc1noc(C)c1S(=O)(=O)N1[C@@H]2CNC[C@H]1C2c1ccc(-c2ccccc2)cc1 (stereo partly drawn),-4
COc1ccc(CCN(C)Cc2ccc(C(=O)Nc3ccccc3)cc2)cc1OC,-18
Cc1ccccc1C(=O)NNC(=O)c1cccn1C,-32
C[C@@H]1CN([C@H](C)CO)C(=O)c2ccccc2-c2ccccc2CO[C@@H]1CN(C)Cc1cccc(O)c1,-1
O=C(COC(=O)c1ncc(Cl)c(Cl)c1Cl)NC1CCCCCC1,13

# All compounds of this part, from the first entry:
compound,BL2 CD40 inh
CC(=O)c1c(C)[nH]c(C(=O)NNC(=O)COc2cc(C)cc(C)c2)c1C,11
Cc1ccc(NC(=O)c2ccc(Cl)nc2)cc1S(=O)(=O)N1CCOCC1,10
Cc1noc(C)c1S(=O)(=O)N1[C@@H]2CNC[C@H]1C2c1ccc(-c2ccccc2)cc1 (stereo partly drawn),-4
COc1ccc(CCN(C)Cc2ccc(C(=O)Nc3ccccc3)cc2)cc1OC,-18
Cc1ccccc1C(=O)NNC(=O)c1cccn1C,-32
C[C@@H]1CN([C@H](C)CO)C(=O)c2ccccc2-c2ccccc2CO[C@@H]1CN(C)Cc1cccc(O)c1,-1
O=C(COC(=O)c1ncc(Cl)c(Cl)c1Cl)NC1CCCCCC1,13
CC(=O)Nc1cc2c(cc1NC(=O)Cn1nnc(-c3ccc(C)o3)n1)OCCO2,1
O=C(Nc1ccc(S(=O)(=O)N2CCOCC2)cc1)c1ccc([N+](=O)[O-])s1,-8
CN1C(=O)c2cc(NC(=O)Nc3ccc(Cl)cc3)ccc2OC[C@H]2O[C@@H](CC(=O)NCCN3CCCCC3)CC[C@@H]21,-3[25 µM]
Cc1ccc(OCC(=O)N2CCC(N3CCCCCC3)CC2)cc1,14
CCN(CCn1cccn1)C(=O)CC1C(=O)NCCN1CC1CCCCC1 (stereo not drawn),1
Cc1ccc(S(=O)(=O)N2CCCC(C(=O)NCc3ccc4c(c3)OCO4)C2)cc1 (stereo not drawn),13
CC(=O)Nc1cccc(NC(=O)CSc2ncc(-c3ccccc3)[nH]2)c1,-8
COc1cc(/C=N/n2cnnc2)ccc1OC(=O)c1ccncc1,65*

# The list goes on, overlapping the part above by 2 compounds.
compound,BL2 CD40 inh
CC(=O)Nc1cccc(NC(=O)CSc2ncc(-c3ccccc3)[nH]2)c1,-8
COc1cc(/C=N/n2cnnc2)ccc1OC(=O)c1ccncc1,65*
CCn1cc(S(=O)(=O)N2CCc3ccccc3C2)cn1,-1
Cc1ccc(CNC(=O)CCCC(=O)O)cc1,3
CNc1nnc(Sc2ncccc2[N+](=O)[O-])s1,8
O=C(Nc1ccccc1)c1cc(S(=O)(=O)N2CCSCC2)ccc1Cl,8
COCC(=O)N1C[C@@H](C)[C@H](OC)CN(C)C(=O)c2ccc(NC(=O)Nc3cccc(F)c3)cc2OC[C@H]1C,-3[25 µM]
CC(=O)c1sc(N)nc1C,-11
COCC(=O)Nc1ccc2c(c1)[C@H]1C[C@H](CC(=O)N[C@H](C)c3ccccc3)O[C@@H](CO)[C@H]1O2,0[25 µM]
O=C(NNC(=O)c1cccc2ccccc12)c1ccc(Cl)cc1,-18
CC(NC(=O)CN(C)S(=O)(=O)c1ccc2c(c1)c(=O)n(C)c(=O)n2C)c1ccccc1 (stereo not drawn),0
Cc1cc(C(=O)Nc2ccc(N3CCOCC3)c(Cl)c2)c(C)o1,-17
CC1(C)CC2CC(C)(CN2C(=O)c2ccc([N+](=O)[O-])cc2)C1 (stereo not drawn),-6
COc1ccccc1C(=O)COC(=O)c1cc(=O)[nH]c2ccccc12,-33
COc1ccc(C(=O)Nc2ccc3c(c2)C(=O)N(C)[C@@H]2CC[C@H](CC(=O)NCC4CC4)O[C@H]2CO3)cc1,-18[25 µM]
Cc1ccc(S(=O)(=O)N2CCN(C(=O)COc3ccc(C)nc3[N+](=O)[O-])CC2)c(C)c1,6
COc1ccc(C#Cc2ccc3c(c2)[C@@H]2[C@@H](CCN2S(=O)(=O)c2ccccc2C)[C@H](CO)N3C)cc1,-7[25 µM]
O=C(NCC[C@@H]1CC[C@H](NS(=O)(=O)c2ccc(F)cc2)[C@@H](CO)O1)c1ccc2c(c1)OCO2,3[25 µM]
O=C(NCCCN1CCOCC1)c1cc(-c2cccs2)on1,-15
COc1cccc(CN(C)C(=O)c2ccc(S(=O)(=O)Nc3ccccc3F)cc2)c1OC,3
Cc1ccc(Cn2ccc(NC(=O)c3cc(-c4ccco4)on3)n2)cc1,-9
CC(=O)Nc1ccc(S(=O)(=O)CCC#N)cc1,2
COc1ccc(NC(=O)N[C@@H]2CC[C@H](CCNC(=O)CCN3CCCCC3)O[C@@H]2CO)cc1,19
CC(=O)c1ccc2ccccc2c1OC(=O)c1ccncc1,-71
COCC(=O)N1[C@@H]2CNc3ccccc3[C@@H]2[C@@H]1CO,-11[25 µM]
C#CC(C)(CC)NC(=O)c1cc(OC)c(OC)c(OC)c1 (stereo not drawn),13
Cc1cccc(S(=O)(=O)N2C[C@H]3[C@@H](c4ccccc42)[C@H](CO)N3C(=O)CC2CC2)c1,14[25 µM]
COc1ccccc1CN1[C@@H](CO)[C@@H]2c3ccccc3N(C(=O)c3ccc(F)cc3)C[C@@H]21,-7[25 µM]
CSc1nc(NCc2ccccc2)c2c3c(sc2n1)CN(C)CC3,0
COc1ccc(CNCCCO)cc1OC,2
COc1ccccc1C(O)(c1ccccc1)C(CN1CCOCC1)c1ccccc1 (stereo not drawn),20
CN1c2ccc(C3=CCCCC3)cc2[C@H]2[C@H](CCN2C(=O)C2CCCC2)[C@@H]1CO,11
COc1ccc(NC(=O)c2csc(Cc3ccc(Cl)cc3)n2)cc1,3
COc1ccc2cc(S(=O)(=O)N3CCOCC3)ccc2c1,4
C=C(C)[C@@H]1CC=C(CO)CC1,0
CC(Sc1nnc(N)s1)C(=O)NNC(=O)c1cccc(Cl)c1 (stereo not drawn),2
O=C(CC1C(=O)NCCN1Cc1cccc(F)c1)NC1CCC1 (stereo not drawn),-3
O=C(c1cc2ccccc2o1)N1CCN(S(=O)(=O)c2c(F)cccc2F)CC1,-21
N#Cc1ccccc1OCC(=O)Nc1cc(S(=O)(=O)N2CCCCC2)ccc1N1CCOCC1,-3
Cc1cc(C(=O)N2CCc3ccccc3C2)on1,13
CCCc1nc2ccccc2[nH]1,-6
CC(C(=O)O)n1nnc2ccccc21 (stereo not drawn),-3
CCOC(=O)c1nn(-c2ccc(F)cc2)c(=O)cc1OCC(=O)Nc1cccc(C)c1,12
O=C(N/N=C/c1ccncc1)c1cccc(NC(=O)c2ccccc2Cl)c1,-10
CCN(CC)S(=O)(=O)c1cccc(C(=O)OCc2cc(=O)n3nc(C)sc3n2)c1,12
O=C(Nc1cccnc1)c1ccc(N2CCCC2)c([N+](=O)[O-])c1,-91
CCN(CC(=O)NCc1cccs1)C(=O)CCc1c[nH]c2ccccc12,7
O=C([C@H]1[C@H](CO)[C@H]2Cn3c(cccc3=O)[C@H]2N1C(=O)C1CCCCC1)N1CCOCC1,0[25 µM]
Cn1c(COc2ccc(C(=O)O)cc2)nc2ccccc21,2
O=C1c2ccccc2NC(c2ccc(O)cc2)N1/N=C/c1ccc(O)cc1 (stereo not drawn),-39
CCCSc1nc(C)cc(=O)[nH]1,8
C[C@H](CO)N1C[C@H](C)[C@@H](CN(C)Cc2ccc(C(=O)O)cc2)OCc2ccccc2-c2ccccc2C1=O,-10
O=C(Cn1cnc2c(cnn2-c2ccccc2)c1=O)NC1CCCC1,-31
COc1ccc2c3c(n(C)c2c1)[C@@H](CO)N(Cc1ccccc1)CC31CN(C(=O)c2ccccc2F)C1,8[25 µM]
Cc1ccnc(NC(=O)c2ccc(Cl)c(NC(=O)CCc3ccccc3)c2)c1,-14
CC(Oc1cccc(Cl)c1)C(=O)Nc1ccc(S(=O)(=O)NC2=NCCCCC2)cc1 (stereo not drawn),5
O=C(CCCCn1c(=O)[nH]c2ccsc2c1=O)NCC1CCCO1 (stereo not drawn),1
Cc1noc(C)c1C(=O)NC(C)C1CCCO1 (stereo not drawn),2
CC(=O)Nc1ccc(/C=N/NC(=O)CCN2CCN(c3ccccc3)CC2)cc1,15
O=C(CC(F)(F)F)N1C[C@@H]2[C@H](c3ccccc31)[C@@H](CO)N2C(=O)c1ccncc1,0[25 µM]
CC1(C)CC(=O)c2c(noc2-c2ccccc2)C1,-4
COc1cccc(S(=O)(=O)N(C)C[C@@H]2OCc3ccccc3-c3ccccc3C(=O)N([C@H](C)CO)C[C@H]2C)c1,3[25 µM]

# Next entries
compound,BL2 CD40 inh
CN(CC(=O)Nc1ccc(F)cc1)C(=O)CSc1nnc(Cc2ccccc2)o1,2
OC(c1ccc(F)c(F)c1)c1nc(-c2ccncc2)cs1 (stereo not drawn),-11
Cc1cc(NC(=O)c2cnccn2)no1,0
COc1ccc(C2CC(c3ccco3)n3ncnc3N2)cc1 (stereo not drawn),5
COCCNC(=O)c1ccc(NC(C)=O)cc1,4
CCS(=O)c1ccccc1C(=O)OCC(=O)N1CCC(c2ccccc2)=N1 (stereo not drawn),-8
C/C=C/c1ccc([C@@H]2[C@@H](CO)N(C(=O)NC(C)C)C23CN(Cc2ccc(OC)cc2)C3)cc1,24[25 µM]
CCNC(=O)C1(C)CCN(C(=O)c2c(F)ccc(C)c2F)C1 (stereo not drawn),0
COc1cc([N+](=O)[O-])ccc1NC(=O)COC(=O)c1c[nH]c(=O)[nH]c1=O,11
CCC(C)[C@H](NC(=O)N1CCCCCC1)C(=O)O (stereo partly drawn),10
CC(C)c1nc(CNC(=O)CCc2nnc(-c3ccsc3)o2)cs1,-8
C/C=C/c1ccc([C@H]2[C@@H](CO)N(C(=O)CC3CC3)[C@H]2CNC(C)C)cc1,-12[25 µM]
CCN1C(=O)/C(=C/c2cn(-c3ccccc3)nc2-c2cccnc2)SC1=S,-7
Cc1cc(C(=O)Nc2ccc3c(c2)C(=O)N(C)[C@H]2CC[C@H](CC(=O)NCc4ccc(-c5ccccc5)cc4)O[C@@H]2CO3)no1,16[25 µM]
Cc1ccc(N(CC(=O)NC(C)(C)C)C(=O)CS(=O)CC(=O)Nc2ccc(F)cc2)cc1 (stereo not drawn),13

# Shown as a hit in BL2 CD40 inh, among the entries above:
compound,BL2 CD40 inh
COc1cc(/C=N/n2cnnc2)ccc1OC(=O)c1ccncc1,65*

# The results go on:
compound,BL2 CD40 inh
O=C(NC(CSC(=O)c1ccccc1)C(=O)O)OCc1ccccc1 (stereo not drawn),24
CCNC(=O)c1cccc(NC(=O)CN2C(=O)NC3(CCCCC3)C2=O)c1,-10
Cc1ccccc1S(=O)(=O)N1[C@@H](C#N)[C@@H](c2ccc(C#CC3CCCCC3)cc2)[C@@H]1CO,-10
CCN(CC)S(=O)(=O)c1ccc2c3c(cccc13)C(=O)S2,14
CN(C)C(=O)[C@@H]1[C@@H](CO)[C@@H]2Cn3c(cccc3=O)[C@H]1N2CC1CCCC1,2[25 µM]
Cc1nc(-c2cccc(NC(=O)c3ccco3)c2)cs1,-26
Cc1ccc(CN(C)C[C@H]2OCc3cnnn3CCCC(=O)N([C@H](C)CO)C[C@H]2C)cc1,-16
CCOc1ccccc1C(=O)N(Cc1ccccc1)Cc1cc2cc3c(cc2[nH]c1=O)OCCO3,0
CCCNC(=O)C1(C)CCN1C(=O)C1(c2ccccc2)CC1 (stereo not drawn),5
C[C@H](CO)N1C[C@H](C)[C@H](CN(C)Cc2ccc3c(c2)OCO3)Oc2ccc(NC(=O)C3CCCCC3)cc2C1=O,-3[25 µM]
O=C(NCCCn1ccnc1)c1ccc(S(=O)(=O)Nc2ccccc2)cc1,3
O=C(Nc1ccc(Cl)c(Cl)c1)N[C@H]1CC[C@H](CCn2cc(C3CCCC3)nn2)O[C@H]1CO,9
Cc1ccc(C)c(NC(=O)COC(=O)c2c(-c3ccccc3)noc2C)c1,8
CC(C)CC(NS(=O)(=O)c1ccccc1)C(=O)O (stereo not drawn),11
CCOC(=O)C1CN(S(C)(=O)=O)c2cc(CC(=O)OC)ccc2O1 (stereo not drawn),23
N#C[C@H]1[C@H](c2ccc(C3=CCCCC3)cc2)[C@@H](CO)N1S(=O)(=O)c1cccc(F)c1,7
COc1ccc(CCNC(=O)c2cccc(-n3cnnn3)c2)cc1,5
COc1cccc(-c2ccc([C@H]3[C@H]4CN(CC5CC5)CCCCN4[C@H]3CO)cc2)c1,-14[25 µM]
Cc1ccccc1OCC(=O)NNC(=O)c1ccc(-n2cncn2)c([N+](=O)[O-])c1,-6
CCCCN(C(=O)c1c(CC)noc1C)c1c(N)n(CCC)c(=O)[nH]c1=O,18
CN(C(=O)c1c(Cl)nc2sccn12)C1CCCCC1,20
CN(CCOc1ccccc1)C(=O)c1cc([N+](=O)[O-])cc([N+](=O)[O-])c1,10
C[C@@H](NC(=O)C[C@H]1C=C[C@@H](NS(=O)(=O)c2cccc(F)c2)[C@H](CO)O1)c1ccccc1,4[25 µM]
Cc1cccc(NC(=O)CSCC(=O)Nc2ccc(S(=O)(=O)N3CCCC3)cc2)c1,-5
CCn1nnc(C(=O)O)c1C(=O)O,7
Cc1ccccc1-c1cnc2c(c1)C(=O)N([C@H](C)CO)C[C@@H](C)[C@H](CN(C)Cc1ccccc1F)O2,-12[25 µM]
O=S(=O)(NC1CCCCC1)c1ccc(-c2csnn2)s1,16
Cc1cc(NC(=O)c2cc(-c3cccs3)nc3ccccc23)no1,14
CC(=O)NC[C@H]1[C@@H](c2ccc(C#Cc3ccccc3F)cc2)[C@@H](CO)N1C(C)=O,-19[25 µM]
